Rab7 wt GTP bind: modulators of GTP binding to dog Rab7 wildtype GTPase. GTP binding activity (percent of control), % at 10 µM. AID 758. 190,000 compounds, 0.055% hits. GST-Rab7 beads, fluorescent GTP binding, flow cytometry; actives lie on both sides; untreated = 100%, excess cold GTP = 0%;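 active = fluorescent GTP binding to Rab7 beads changed by at least 20 points from the 100% baseline, either direction, mostly lower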;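 note: median green fluorescence of bound Bodipy-FL-GTP per Rab7 bead population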
Rac1 wt modul: alters GTP binding to wildtype human Rac1 | P63000 | GST-Rac1 beads, fluorescent GTP binding, flow cytometry; actives lie on both sides; 0 = cold GTP competed, 100 = untreated | GTP binding activity (% of control), % at 10 µM | 190,000 compounds, 0.27% hits | AID 757;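 active = GTP binding activity at least 20 points away from the 100% control level, either lower or higher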
HRas wt GTP: modulators of GTP binding to human HRas wildtype | P01112 | GST-Ras wt beads, Bodipy-FL-GTP binding, flow cytometry; actives lie on both sides | GTP binding activity, % at 10 µM | 190,000 compounds, 0.14% hits | AID 759;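 active = GTP binding activity at least 20% away from the 100% baseline, either lowered as inhibitor or raised as activator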;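 note: 0% = unlabeled GTP competition control and 100% = no-compound control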
Target sequence (P01112 whole entry, looked up): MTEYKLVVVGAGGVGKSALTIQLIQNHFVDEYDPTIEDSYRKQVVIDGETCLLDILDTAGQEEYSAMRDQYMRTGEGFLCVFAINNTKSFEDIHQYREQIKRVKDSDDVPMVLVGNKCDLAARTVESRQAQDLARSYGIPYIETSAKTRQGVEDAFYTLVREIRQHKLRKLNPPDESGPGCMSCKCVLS
ABCG2 block: blocks JC-1 efflux by human ABCG2 transporter | Q9UNQ0 | IgMXP3 cells, flow cytometry | inhibition, % at 6.6 µM | 190,000 compounds, 0.1% hits | AID 1325;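 active = inhibition above 80%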;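 note: 0% = DMSO and 100% = nicardipine control wells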
Target sequence (Q9UNQ0 whole entry, looked up): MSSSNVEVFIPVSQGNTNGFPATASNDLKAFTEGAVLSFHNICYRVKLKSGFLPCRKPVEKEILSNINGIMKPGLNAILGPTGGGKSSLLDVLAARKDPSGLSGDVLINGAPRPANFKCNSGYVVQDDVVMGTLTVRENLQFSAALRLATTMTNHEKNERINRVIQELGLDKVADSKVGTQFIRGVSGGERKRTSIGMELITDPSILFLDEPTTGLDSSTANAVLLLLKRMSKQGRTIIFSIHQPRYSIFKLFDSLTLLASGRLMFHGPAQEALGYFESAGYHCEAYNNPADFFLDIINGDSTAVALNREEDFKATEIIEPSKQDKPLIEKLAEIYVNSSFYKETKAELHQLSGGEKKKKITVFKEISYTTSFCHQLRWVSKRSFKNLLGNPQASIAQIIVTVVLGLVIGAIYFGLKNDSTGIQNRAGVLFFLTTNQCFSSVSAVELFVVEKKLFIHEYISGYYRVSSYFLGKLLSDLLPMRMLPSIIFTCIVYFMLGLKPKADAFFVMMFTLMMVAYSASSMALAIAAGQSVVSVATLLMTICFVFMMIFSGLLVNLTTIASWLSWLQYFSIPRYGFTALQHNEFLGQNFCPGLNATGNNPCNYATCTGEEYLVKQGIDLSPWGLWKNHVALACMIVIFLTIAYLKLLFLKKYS
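test system = two drug-resistant human cell lines, ABCG2 and ABCB1 | amount = 3 million cells/mL final, two lines in 1:1 ratio | reagent = JC-1 transporter substrate | doses = one concentration, 6.6 µM final | incubation = 10 min at 25 °C | signal = flow cytometric JC-1 green MFI at 530 nm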
Cdc42 wt: changes GTP binding to wildtype human Cdc42; P60953; GST-Cdc42 beads, Bodipy-GTP binding, flow cytometry; actives lie on both sides; percent activity (GTP binding), % at 10 µM; 190,000 compounds, 0.2% hits; AID 761;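 active = percent activity GTP binding at least 20 points away from the 100% baseline, either down as inhibitor or up as activator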;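 note: median bead fluorescence of bound Bodipy-FL-GTP at 100 nM; 0% = excess unlabeled GTP control and 100% = no compound control; below 100% means less GTP binding so inhibitor and above means activator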
Target sequence (P60953 whole entry, looked up): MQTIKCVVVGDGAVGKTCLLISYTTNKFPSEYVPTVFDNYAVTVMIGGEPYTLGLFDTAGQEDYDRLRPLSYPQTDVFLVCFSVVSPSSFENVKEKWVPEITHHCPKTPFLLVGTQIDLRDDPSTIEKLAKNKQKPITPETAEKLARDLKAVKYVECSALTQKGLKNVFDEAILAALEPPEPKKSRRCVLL
Rac1 act GTP bind: alters GTP binding to activated mutant human Rac1; P63000; GST-Rac1 activated beads, fluorescent GTP binding, flow cytometry; actives lie on both sides; 100% means binding = to untreated wells; percent activity (GTP binding), % at 10 µM; 190,000 compounds, 0.11% hits; AID 764;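 active = GTP binding at least 20 percentage points away from the 100% baseline, in either direction, so actives lie on both sides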
ABCB1 block: human ABCB1 inhibition, ABCG2 as counter-screen. 190,000 compounds, 0.067% hits. CCRF-Adr cells, JC-1 efflux, flow cytometry. P08183. inhibition, % at 6.6 µM; in the data active = inhibition above about 40%;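 note: 0% = vehicle and 100% = reference inhibitor; higher value means more JC-1 retained so stronger ABCB1 efflux block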
Avidin fluor: avidin bead compound fluorescence profile | fluorescence (KMESF) at 10 µM | Avidin beads, compound fluorescence 488/530 nm, flow cytometry; stronger effect = higher value | 220,000 compounds, 0.38% hits; in the data active = fluorescence above about 47; note: inactives centre near 10
Pf gamet viab: kills late stage P. falciparum gametocytes. P. falciparum stage V gametocytes, ATP luminescence, 24 h. 150,000 compounds, 0.065% hits. AID 743093. inhibition, % at 10.9 µM;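 active = inhibition above the mean plus 3 SD of compounds within the control limits, set per campaign, cut at about 38% in these data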;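 note: 0% = DMSO wells and 100% = medium only without gametocytes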
Rab2 wt GTP: changes GTP binding to wildtype dog Rab2A, up or down | P61105 | GST-Rab2 wt beads, Bodipy-GTP binding, flow cytometry | GTP binding activity, % at 10 µM | 190,000 compounds, 0.19% hits | AID 760;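 active = GTP binding activity at least 20 points away from 100%, either lowered or raised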;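 note: 0% = beads with excess unlabeled GTP and 100% = no-compound control corrected for plate trend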
GSH fluor: GSH bead compound fluorescence profile | 190,000 compounds, 0.25% hits | GSH beads flow cytometry, compound fluorescence 488/530 nm; stronger effect = higher value | fluorescence (KMESF) at 10 µM; in the data active = fluorescence above about 89;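 note: glutathione beads carrying GST-tagged Bcl family fusion proteins plus one bare bead set; values are compound well signal with DMSO vehicle wells as background; inactives centre near 16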
An asterisk follows results filed as active.

How did Oc1ccc(/C=N/NC(=S)NCc2ccco2)cc1 do in these assays?
Rab7 wt GTP bind: 99; Rac1 wt modul: 99; HRas wt GTP: 99; ABCG2 block: 0; Cdc42 wt: 98; Rac1 act GTP bind: 97; ABCB1 block: -0.1; Avidin fluor: 5; Rab2 wt GTP: 96; GSH fluor: 23

Results for O=C(Nc1ccc(N2CCCC(O)C2)cc1)c1snc2c(=O)[nH]cnc12 (stereo not given) ?
Rab7 wt GTP bind: 98; Rac1 wt modul: 104; HRas wt GTP: 99; ABCG2 block: 8; Cdc42 wt: 102; Rac1 act GTP bind: 98; ABCB1 block: 1.0; Avidin fluor: 35; Rab2 wt GTP: 98; GSH fluor: 24

How did CS(=O)(=O)c1nc(-c2ccccc2)c(-c2ccccc2)[nH]1 do in these assays?
Rab7 wt GTP bind: 98; Rac1 wt modul: 94; HRas wt GTP: 95; ABCG2 block: 1; Cdc42 wt: 93; Rac1 act GTP bind: 92; ABCB1 block: 0.0; Avidin fluor: 3; Rab2 wt GTP: 93; GSH fluor: 6

Results for Cc1nn(-c2ccccc2)c(Cl)c1/C=C1\SC(=S)N(C)C1=O ?
Rab7 wt GTP bind: 96; Rac1 wt modul: 101; HRas wt GTP: 96; ABCG2 block: 5; Cdc42 wt: 98; Rac1 act GTP bind: 98; ABCB1 block: 0.2; Avidin fluor: 2; Rab2 wt GTP: 99; GSH fluor: 23

How did Cc1ccc(NS(=O)(=O)c2cccc(C(=O)NCCc3c[nH]c4ccccc34)c2)c(C)c1 do in these assays?
Rab7 wt GTP bind: 100; Rac1 wt modul: 103; HRas wt GTP: 99; ABCG2 block: 0; Cdc42 wt: 96; Rac1 act GTP bind: 98; ABCB1 block: 0.0; Avidin fluor: 21; Pf gamet viab: 9; Rab2 wt GTP: 99; GSH fluor: 14

How did O=C1c2ccccc2C(=O)N1CN(C(=O)c1ccccc1)c1ccc(O)cc1 do in these assays?
Rab7 wt GTP bind: 93; Rac1 wt modul: 95; HRas wt GTP: 94; ABCG2 block: 13; Cdc42 wt: 94; Rac1 act GTP bind: 89; ABCB1 block: 3.9; Avidin fluor: 9; Pf gamet viab: 3; Rab2 wt GTP: 93; GSH fluor: 13

What do the screens show for `CC1CCCC(C)N1CCNC(=O)CCn1nc(-c2ccccc2)ccc1=O` (stereo not given)?
Rab7 wt GTP bind: 100; Rac1 wt modul: 102; HRas wt GTP: 99; ABCG2 block: 1; Cdc42 wt: 97; Rac1 act GTP bind: 99; ABCB1 block: 0.1; Avidin fluor: 22; Pf gamet viab: 8; Rab2 wt GTP: 97; GSH fluor: 14

Results for O=C(Cc1n[nH]c(=O)[nH]c1=O)N/N=C/c1cccc(O)c1 ?
Rab7 wt GTP bind: 103; Rac1 wt modul: 110; HRas wt GTP: 104; ABCG2 block: 2; Cdc42 wt: 104; Rac1 act GTP bind: 101; ABCB1 block: 0.2; Avidin fluor: 9; Pf gamet viab: -6; Rab2 wt GTP: 102; GSH fluor: 11

Results for Cc1ccc(C2(c3noc(CN(C)Cc4ccccn4)n3)CCCC2)cc1 ?
Rab7 wt GTP bind: 93; Rac1 wt modul: 93; HRas wt GTP: 95; ABCG2 block: 0; Cdc42 wt: 96; Rac1 act GTP bind: 93; ABCB1 block: 0.4; Avidin fluor: 5; Pf gamet viab: 28; Rab2 wt GTP: 97; GSH fluor: 12

How did Cc1ccc2cc(COC(=O)C3CCCO3)c(=O)[nH]c2c1 (stereo not given) do in these assays?
Rab7 wt GTP bind: 104; Rac1 wt modul: 101; HRas wt GTP: 105; ABCG2 block: 3; Cdc42 wt: 104; Rac1 act GTP bind: 99; ABCB1 block: 0.9; Avidin fluor: 12; Rab2 wt GTP: 102; GSH fluor: 15

What do the screens show for `COc1cc(CN(C2CCCCC2)S(=O)(=O)c2ccc(S(=O)(=O)N(C)C3CCCCC3)cc2)cc(OC)c1OC`?
Rab7 wt GTP bind: 102; Rac1 wt modul: 109; HRas wt GTP: 103; ABCG2 block: 10; Cdc42 wt: 107; Rac1 act GTP bind: 102; ABCB1 block: 6.4; Avidin fluor: 9; Rab2 wt GTP: 101; GSH fluor: 6

Results for COc1cccc(C(=O)NNC2OC(CO)C(O)C2O)c1 (stereo not given) ?
Rab7 wt GTP bind: 90; Rac1 wt modul: 92; HRas wt GTP: 96; ABCG2 block: 1; Cdc42 wt: 95; Rac1 act GTP bind: 93; ABCB1 block: 0.9; Avidin fluor: 10; Pf gamet viab: 3; Rab2 wt GTP: 95; GSH fluor: 12

Results for O=C(N/N=C/c1ccc(Br)s1)c1cccnc1 ?
Rab7 wt GTP bind: 95; Rac1 wt modul: 94; HRas wt GTP: 96; ABCG2 block: -1; Cdc42 wt: 96; Rac1 act GTP bind: 93; ABCB1 block: -0.1; Avidin fluor: 6; Pf gamet viab: -1; Rab2 wt GTP: 98; GSH fluor: 13

What do the screens show for `Cc1ccc(Cn2c(CN3CC(C)OC(C)C3)nc3c2c(=O)[nH]c(=O)n3C)cc1` (stereo not given)?
Rab7 wt GTP bind: 103; Rac1 wt modul: 101; HRas wt GTP: 99; ABCG2 block: 7; Cdc42 wt: 102; Rac1 act GTP bind: 98; ABCB1 block: 1.3; Avidin fluor: 11; Rab2 wt GTP: 101; GSH fluor: 24

How did O=C(CCS(=O)(=O)c1ccc(Br)cc1)Nc1ccccn1 do in these assays?
Rab7 wt GTP bind: 97; Rac1 wt modul: 105; HRas wt GTP: 105; ABCG2 block: 2; Cdc42 wt: 110; Rac1 act GTP bind: 104; ABCB1 block: 0.5; Avidin fluor: 1; Pf gamet viab: -53; Rab2 wt GTP: 102; GSH fluor: 6

What do the screens show for `CC(=O)N1CCCN(Cc2cn(-c3cc(C)ccc3C)nc2-c2ccccc2)CC1`?
Rab7 wt GTP bind: 100; Rac1 wt modul: 102; HRas wt GTP: 100; ABCG2 block: 0; Cdc42 wt: 97; Rac1 act GTP bind: 96; ABCB1 block: 0.7; Avidin fluor: 12; Pf gamet viab: -8; Rab2 wt GTP: 100; GSH fluor: 14

What do the screens show for `O=C(Nc1ccc(O)c(-c2nc3ccccc3s2)c1)C1=COCCO1`?
Rab7 wt GTP bind: 97; Rac1 wt modul: 100; HRas wt GTP: 99; ABCG2 block: 6; Cdc42 wt: 98; Rac1 act GTP bind: 95; ABCB1 block: 0.0; Avidin fluor: 11; Pf gamet viab: -1; Rab2 wt GTP: 97; GSH fluor: 11

What do the screens show for `N#C/C(=C\c1ccc(O)c(Br)c1)C(=O)NCc1ccccc1`?
Rab7 wt GTP bind: 106; Rac1 wt modul: 98; HRas wt GTP: 98; ABCG2 block: 2; Cdc42 wt: 95; Rac1 act GTP bind: 93; ABCB1 block: -0.4; Avidin fluor: 10; Pf gamet viab: -35; Rab2 wt GTP: 103; GSH fluor: 12

Results for CCC1(c2ccc(F)cc2)NC(=O)N(CC(=O)Nc2ccc(-c3nc4ccc(C)cc4s3)cc2)C1=O (stereo not given) ?
Rab7 wt GTP bind: 102; Rac1 wt modul: 104; HRas wt GTP: 100; ABCG2 block: -3; Cdc42 wt: 95; Rac1 act GTP bind: 99; ABCB1 block: -0.2; Avidin fluor: 3; Pf gamet viab: -16; Rab2 wt GTP: 98; GSH fluor: 17

How did CC1CCCCC1NC(=O)CN1CCN(Cc2ccccc2Cl)C1=O (stereo not given) do in these assays?
Rab7 wt GTP bind: 103; Rac1 wt modul: 106; HRas wt GTP: 102; ABCG2 block: 0; Cdc42 wt: 100; Rac1 act GTP bind: 101; ABCB1 block: 0.0; Avidin fluor: 4; Rab2 wt GTP: 99; GSH fluor: 21

How did Cc1ccc(N2CC(C(=O)N3CCN(C(=O)c4ccco4)CC3)CC2=O)cc1 (stereo not given) do in these assays?
Rab7 wt GTP bind: 99; Rac1 wt modul: 102; HRas wt GTP: 100; ABCG2 block: 4; Cdc42 wt: 103; Rac1 act GTP bind: 99; ABCB1 block: 0.8; Avidin fluor: 17; Rab2 wt GTP: 101; GSH fluor: 22

How did Cn1c(CCNC(=O)c2ccco2)nc2cc(NC(=O)c3ccco3)ccc21 do in these assays?
Rab7 wt GTP bind: 95; Rac1 wt modul: 97; HRas wt GTP: 98; ABCG2 block: 1; Cdc42 wt: 99; Rac1 act GTP bind: 97; ABCB1 block: 0.2; Avidin fluor: 32; Pf gamet viab: -21; Rab2 wt GTP: 96; GSH fluor: 12

Results for CCOc1ccccc1NC(=O)CN(c1ccc(C)cc1)S(=O)(=O)c1c(C)noc1C ?
Rab7 wt GTP bind: 91; Rac1 wt modul: 89; HRas wt GTP: 93; ABCG2 block: 25; Cdc42 wt: 92; Rac1 act GTP bind: 90; ABCB1 block: 6.3; Avidin fluor: 12; Rab2 wt GTP: 90; GSH fluor: 32

How did c1ccc2c(c1)ncn2Cc1nnc2sc(-c3ccncc3)nn12 do in these assays?
Rab7 wt GTP bind: 97; Rac1 wt modul: 102; HRas wt GTP: 98; ABCG2 block: 3; Cdc42 wt: 101; Rac1 act GTP bind: 98; ABCB1 block: 0.2; Avidin fluor: 10; Pf gamet viab: 12; Rab2 wt GTP: 98; GSH fluor: 22

Results for Cc1ccc(NC(=O)c2c(Cl)n(C)c3ccccc23)cc1 ?
Rab7 wt GTP bind: 94; Rac1 wt modul: 97; HRas wt GTP: 99; ABCG2 block: 22; Cdc42 wt: 98; Rac1 act GTP bind: 96; ABCB1 block: 1.3; Avidin fluor: 8; Rab2 wt GTP: 97; GSH fluor: 19

Fetched by structure from the list above (3):
How did Cn1c(CCNC(=O)c2ccco2)nc2cc(NC(=O)c3ccco3)ccc21 do in these assays?
Rab7 wt GTP bind: 95; Rac1 wt modul: 97; HRas wt GTP: 98; ABCG2 block: 1; Cdc42 wt: 99; Rac1 act GTP bind: 97; ABCB1 block: 0.2; Avidin fluor: 32; Pf gamet viab: -21; Rab2 wt GTP: 96; GSH fluor: 12

Results for Cc1ccc(NC(=O)c2c(Cl)n(C)c3ccccc23)cc1 ?
Rab7 wt GTP bind: 94; Rac1 wt modul: 97; HRas wt GTP: 99; ABCG2 block: 22; Cdc42 wt: 98; Rac1 act GTP bind: 96; ABCB1 block: 1.3; Avidin fluor: 8; Rab2 wt GTP: 97; GSH fluor: 19

Results for CCOc1ccccc1NC(=O)CN(c1ccc(C)cc1)S(=O)(=O)c1c(C)noc1C ?
Rab7 wt GTP bind: 91; Rac1 wt modul: 89; HRas wt GTP: 93; ABCG2 block: 25; Cdc42 wt: 92; Rac1 act GTP bind: 90; ABCB1 block: 6.3; Avidin fluor: 12; Rab2 wt GTP: 90; GSH fluor: 32

From PubChem
